NSD2 block = blocks human NSD2 histone methyltransferase activity. O96028. NSD2-SET H3K36me1 DELFIA fluorescence, biochemical. inhibition, % at 12.5 µM. actives 0.07% (n = 44,000). AID 624260; in the data active means inhibition above about 54%, passing the limit was not always enough; inconclusive means no clear call, values can overlap the other calls;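 further: inhibitors reduce the monomethyl H3K36 fluorescence signal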
Target sequence (O96028 whole entry, looked up): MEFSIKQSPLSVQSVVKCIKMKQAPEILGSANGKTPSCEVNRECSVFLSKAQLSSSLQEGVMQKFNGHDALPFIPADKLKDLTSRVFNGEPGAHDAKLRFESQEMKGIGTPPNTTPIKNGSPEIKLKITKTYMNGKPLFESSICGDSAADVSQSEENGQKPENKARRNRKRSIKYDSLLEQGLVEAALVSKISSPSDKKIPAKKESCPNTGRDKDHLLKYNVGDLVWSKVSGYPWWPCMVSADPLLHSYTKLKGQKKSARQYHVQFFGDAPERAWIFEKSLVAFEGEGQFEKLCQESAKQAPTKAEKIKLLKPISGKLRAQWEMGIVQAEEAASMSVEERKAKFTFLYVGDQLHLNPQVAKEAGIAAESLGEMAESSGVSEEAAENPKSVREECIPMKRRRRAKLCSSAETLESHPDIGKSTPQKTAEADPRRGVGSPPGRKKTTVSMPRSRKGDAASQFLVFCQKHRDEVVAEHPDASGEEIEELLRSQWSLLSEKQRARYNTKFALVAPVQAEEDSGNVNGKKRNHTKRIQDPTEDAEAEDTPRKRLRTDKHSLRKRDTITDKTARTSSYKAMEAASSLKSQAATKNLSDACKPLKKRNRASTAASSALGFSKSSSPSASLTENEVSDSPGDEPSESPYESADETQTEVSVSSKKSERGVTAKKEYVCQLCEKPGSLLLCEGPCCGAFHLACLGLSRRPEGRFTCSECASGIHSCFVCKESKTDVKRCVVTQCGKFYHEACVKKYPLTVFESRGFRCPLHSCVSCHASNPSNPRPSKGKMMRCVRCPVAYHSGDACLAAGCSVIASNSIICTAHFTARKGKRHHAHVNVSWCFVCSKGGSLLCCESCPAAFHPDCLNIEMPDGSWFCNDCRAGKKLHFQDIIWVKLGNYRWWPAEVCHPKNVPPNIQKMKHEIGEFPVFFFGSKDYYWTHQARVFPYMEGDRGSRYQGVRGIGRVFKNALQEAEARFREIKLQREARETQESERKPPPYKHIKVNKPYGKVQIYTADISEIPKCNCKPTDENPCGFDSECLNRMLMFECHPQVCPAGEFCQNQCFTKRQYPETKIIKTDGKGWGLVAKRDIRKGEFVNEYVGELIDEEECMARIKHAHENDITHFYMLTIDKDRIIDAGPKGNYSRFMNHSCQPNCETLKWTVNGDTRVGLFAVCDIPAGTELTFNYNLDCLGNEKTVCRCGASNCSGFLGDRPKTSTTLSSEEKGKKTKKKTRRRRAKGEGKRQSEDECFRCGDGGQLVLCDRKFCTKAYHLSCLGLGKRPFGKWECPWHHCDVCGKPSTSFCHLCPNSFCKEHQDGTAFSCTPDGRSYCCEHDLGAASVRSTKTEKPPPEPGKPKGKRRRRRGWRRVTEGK
Active calls of the source: *; u = inconclusive. Only part of the results is shown; count on the stated rates, not on these rows.

SMILES	NSD2 block
C[C@H](CO)N1C[C@H](C)[C@H](CN(C)Cc2ccc3c(c2)OCO3)Oc2ccc(NS(=O)(=O)c3cccs3)cc2C1=O	-3.8
C[C@@H]1CCCCO[C@@H](CN(C)Cc2ccc(C(=O)O)cc2)[C@H](C)CN([C@@H](C)CO)C(=O)c2cc(NC(=O)Cc3ccccc3)ccc2O1	0.5
Cc1noc(C)c1NC(=O)Nc1cccc2c1O[C@H](CN(C)CC1CCCCC1)[C@@H](C)CN([C@@H](C)CO)C2=O	1.7
C[C@@H]1CCCCO[C@@H](CN(C)Cc2ccc(C(=O)O)cc2)[C@@H](C)CN([C@H](C)CO)C(=O)c2cc(NC(=O)Nc3ccc4c(c3)OCO4)ccc2O1	3.0
C[C@@H]1CN([C@H](C)CO)C(=O)c2cc(NC(=O)c3ccccc3)ccc2O[C@@H](C)CCCCO[C@@H]1CN(C)CC1CCCCC1	0.0
Cn1cc(/C=N/NC(=O)c2cccc(C(=O)NO)c2)c2ccccc21	-2.5
CCC(=O)N(C)C[C@H]1Oc2cc(C#CC3(O)CCCC3)ccc2S(=O)(=O)N([C@H](C)CO)C[C@@H]1C	-1.6
COc1ccc(S(=O)(=O)Nc2ccc3c(c2)C(=O)N([C@@H](C)CO)C[C@H](C)[C@@H](CN(C)Cc2ccc4c(c2)OCO4)OCCCC[C@H](C)O3)cc1	0.8
CC(=O)N(C)C[C@@H]1Oc2ncc(/C=C/c3ccccc3)cc2C(=O)N([C@H](C)CO)C[C@@H]1C	-0.1
Cc1cc(C(=O)Nc2cccc3c2O[C@@H](CN(C)CC2CCCCC2)[C@@H](C)CN([C@H](C)CO)C3=O)n(C)n1	1.1
CCCc1nnc(NC(=O)c2nc(SC)ncc2Cl)s1	1.4
O=C1O[C@@H](c2ccccc2)[C@@H](c2ccccc2)N2[C@@H](c3ccc(OCCO)cc3)[C@]3(C(=O)Nc4ccccc43)[C@@H](C(=O)O)[C@H]12	-4.9
C[C@@H]1CN([C@@H](C)CO)C(=O)c2cc(NC(=O)C3CCCCC3)ccc2O[C@H]1CN(C)C	5.2
CCO[C@H]1OC(C(=O)NCc2ccccc2)=C[C@@H](c2ccc(C(F)(F)F)cc2)[C@@H]1CCCO	-3.2
CC(C)NC(=O)Nc1cccc2c1O[C@H](CN(C)Cc1ccc(Oc3ccccc3)cc1)[C@H](C)CN([C@H](C)CO)C2=O	-1.4
O=C(CCCCCCC(=O)Nc1ccccc1O)N/N=C/c1cc(O)ccc1O	-3.7
C[C@H]1CN([C@@H](C)CO)C(=O)c2cc(-c3cccc(F)c3)cnc2O[C@@H]1CN(C)CC1CCOCC1	6.7
C[C@H](CO)N1C[C@H](C)[C@@H](CN(C)C)Oc2cc(C#CCN(C)C)ccc2S1(=O)=O	-3.9
COCC(=O)N(C)C[C@H]1Oc2cc(-c3ccc(OC)cc3)ccc2S(=O)(=O)N([C@@H](C)CO)C[C@@H]1C	3.5
COc1ccc(CN(C)C[C@H]2Oc3c(NC(=O)Nc4ccc(OC)cc4)cccc3C(=O)N([C@@H](C)CO)C[C@@H]2C)cc1	4.5
C[C@H]1CN([C@@H](C)CO)C(=O)c2cc(NC(=O)CCC(F)(F)F)ccc2O[C@H]1CN(C)Cc1ccc(C(F)(F)F)cc1	-1.9
C[C@H](C(=O)N(C)C[C@H]1OCc2ccccc2-c2ccccc2C(=O)N([C@@H](C)CO)C[C@@H]1C)c1ccccc1	-1.1
O=C(O)C[C@H]1C[C@H]2c3cc(NC(=O)Nc4ccccc4)ccc3O[C@H]2[C@H](CO)O1	0.2
C[C@@H]1CN([C@H](C)CO)C(=O)c2cccc(NC(=O)c3cnccn3)c2O[C@@H]1CN(C)S(=O)(=O)c1ccc(Cl)cc1	-2.4
CC(C)NC(=O)N(C)C[C@H]1Oc2ccc(NC(=O)NC3CCCCC3)cc2CC(=O)N([C@@H](C)CO)C[C@@H]1C	1.7
C[C@@H]1CCCCO[C@@H](CN(C)S(=O)(=O)c2ccccc2)[C@@H](C)CN([C@H](C)CO)C(=O)c2cc(NS(=O)(=O)c3ccccc3)ccc2O1	1.7
C[C@H]1CN([C@@H](C)CO)C(=O)c2cc(-c3cccc(C(=O)N(C)C)c3)cnc2O[C@@H]1CN(C)C	14.7
C[C@@H]1CN([C@H](C)CO)C(=O)c2c(c3ccccc3n2C)-c2ccccc2CO[C@@H]1CN(C)Cc1cccc(C(=O)O)c1	0.9
CC(=O)N(C)C[C@@H]1Oc2cc(C#Cc3cccnc3)ccc2S(=O)(=O)N([C@@H](C)CO)C[C@H]1C	-1.5
Cc1ccc(S(=O)(=O)N(C)C[C@@H]2OCCCC[C@@H](C)Oc3ccc(NS(=O)(=O)c4ccccc4)cc3C(=O)N([C@H](C)CO)C[C@H]2C)cc1	-4.1
O=C(C[C@H]1C[C@@H]2c3cc(NC(=O)NC4CCCC4)ccc3O[C@@H]2[C@@H](CO)O1)NCc1ccc(Oc2ccccc2)cc1	-13.9
C[C@H]1CN([C@@H](C)CO)C(=O)c2cc(C#CCc3ccccc3)cnc2O[C@@H]1CN(C)CC1CCCC1	6.1
COc1ccc(S(=O)(=O)Nc2cccc3c2O[C@@H](CN(C)Cc2ccc(C(F)(F)F)cc2)[C@H](C)CN([C@H](C)CO)C3=O)cc1	0.9
CC(C)CC#Cc1ccc2c(c1)O[C@@H](CN(C)C)[C@H](C)CN([C@H](C)CO)S2(=O)=O	-4.3
O=C(C[C@H]1C[C@H]2c3cc(NC(=O)Nc4ccc(C(F)(F)F)cc4)ccc3O[C@H]2[C@H](CO)O1)NCc1ccc(Cl)cc1	3.7
Cc1noc(C)c1S(=O)(=O)Nc1ccc2c(c1)C(=O)N([C@@H](C)CO)C[C@@H](C)[C@@H](CN(C)S(C)(=O)=O)OCCCC[C@@H](C)O2	-0.3
C[C@@H]1CCCCO[C@H](CN(C)Cc2ccncc2)[C@H](C)CN([C@H](C)CO)C(=O)c2cc(NC(=O)CCC(F)(F)F)ccc2O1	-1.8
C[C@@H]1CN([C@@H](C)CO)S(=O)(=O)c2ccc(-c3ccc(C#N)cc3)cc2O[C@H]1CN(C)C	2.2
C[C@H](CO)N1C[C@H](C)[C@H](CN(C)Cc2ccc(Oc3ccccc3)cc2)Oc2c(NC(=O)C3CC3)cccc2C1=O	4.6
Cc1noc(C)c1NC(=O)Nc1cccc2c1O[C@@H](CN(C)S(=O)(=O)c1ccc(Cl)cc1)[C@H](C)CN([C@H](C)CO)C2=O	-6.0
COc1cccc(-c2cnc3c(c2)C(=O)N([C@H](C)CO)C[C@@H](C)[C@@H](CN(C)Cc2ccncc2)O3)c1	-0.3
O=C(Nc1ccccc1)OCC(CN1CCCCC1)OC(=O)Nc1ccccc1 (configuration not stated)	4.4
C[C@@H]1CCCCO[C@@H](CN(C)C(=O)c2ccccc2)[C@@H](C)CN([C@H](C)CO)C(=O)c2cc(NC(=O)Nc3ccc(C(F)(F)F)cc3)ccc2O1	-0.6
C[C@H]1CN([C@@H](C)CO)C(=O)c2cc(C#Cc3ccccc3)cnc2O[C@@H]1CN(C)C(=O)c1ccccn1	-6.6
C[C@H](CO)N1C[C@H](C)[C@H](CN(C)C(=O)Cc2ccccn2)Oc2cc(C#C[C@@H](C)O)ccc2S1(=O)=O	12.4
COc1ccc(CN(C)C[C@@H]2Oc3ccc(NS(C)(=O)=O)cc3C(=O)N([C@H](C)CO)C[C@@H]2C)cc1	2.0
C[C@H](CO)N1C[C@H](C)[C@H](CN(C)Cc2ccccc2)Oc2c(NC(=O)C3CC3)cccc2C1=O	-0.6
COc1cc(/C=C/CO[C@@H]2O[C@H](CO)[C@@H](O)[C@H](O)[C@H]2O)ccc1O	9.9
C[C@@H]1CN([C@@H](C)CO)C(=O)c2cc(NC(=O)c3ccncc3)ccc2O[C@@H](C)CCCCO[C@H]1CN(C)CC1CCCCC1	5.3
C[C@@H]1CCCCO[C@H](CN(C)C)[C@@H](C)CN([C@H](C)CO)C(=O)c2cc(NC(=O)Nc3ccc4c(c3)OCO4)ccc2O1	u
COc1cc(SC)ccc1C(=O)N1CCC(Cc2ccccc2)CC1	-3.4
C[C@@H]1CN([C@@H](C)CO)C(=O)Cc2cc(NC(=O)CCN3CCOCC3)ccc2O[C@H]1CN(C)Cc1ccncc1	0.1
CNC[C@H]1Oc2c(NS(=O)(=O)c3ccc(OC)cc3)cccc2C(=O)N([C@@H](C)CO)C[C@H]1C	-1.3
C[C@H](CO)N1C[C@H](C)[C@@H](CN(C)C(=O)Nc2cccc3ccccc23)Oc2ccc(NC(=O)Cc3cn(C)c4ccccc34)cc2CC1=O	4.2
C[C@H]1CN([C@@H](C)CO)C(=O)Cc2cc(NC(=O)C3CCCCC3)ccc2O[C@H]1CN(C)S(=O)(=O)c1cccs1	3.3
COCCOC(=O)N1C(=O)[C@@]2(c3cc(C#Cc4ccc(OC)cc4)ccc31)[C@H](c1ccccc1OCCO)N1[C@H](c3ccccc3)[C@H](c3ccccc3)OC(=O)[C@H]1[C@@H]2C(=O)N1CCN(c2ncccn2)CC1	-7.1
CC(C)CC#Cc1cnc2c(c1)C(=O)N([C@H](C)CO)C[C@H](C)[C@H](CN(C)Cc1ccccc1C(=O)O)O2	-12.9
C[C@H](CO)N1C[C@H](C)[C@@H](CN(C)C(=O)Nc2ccc(C(F)(F)F)cc2)Oc2c(NC(=O)C3CC3)cccc2C1=O	0.3
C[C@@H]1CCCCO[C@@H](CN(C)C(=O)CCCN(C)C)[C@H](C)CN([C@H](C)CO)C(=O)c2cc(NC(=O)Nc3ccc(C(F)(F)F)cc3)ccc2O1	5.4
COCC#Cc1cnc2c(c1)C(=O)N([C@@H](C)CO)C[C@@H](C)[C@@H](CN(C)C(=O)c1ccc3c(c1)OCO3)O2	2.1

(continued)
SMILES	NSD2 block
C[C@@H]1CN([C@H](C)CO)C(=O)c2cc(NC(=O)Nc3ccccc3)ccc2O[C@@H](C)CCCCO[C@H]1CN(C)S(=O)(=O)c1ccc(F)cc1	-2.1
C[C@H](CO)N1C[C@H](C)[C@@H](CN(C)S(=O)(=O)c2ccc(C(F)(F)F)cc2)OCc2ccccc2-c2ccccc2C1=O	1.5
C[C@@H]1CN([C@H](C)CO)C(=O)c2cccc(NC(=O)NC3CCCCC3)c2O[C@H]1CN(C)S(=O)(=O)c1ccc(Cl)cc1	-8.6
COc1ccc(CN(C)C[C@H]2Oc3ccc(NS(=O)(=O)c4ccc(OC)cc4)cc3C(=O)N([C@H](C)CO)C[C@H]2C)cc1	-13.5
C/C=C/c1ccc2c(c1)O[C@@H](CN(C)C)[C@@H](C)CN([C@H](C)CO)S2(=O)=O	0.9
C[C@H](CO)N1C[C@H](C)[C@@H](CN(C)CC2CCCCC2)Oc2ccc(NS(C)(=O)=O)cc2C1=O	0.0
Cc1ccc(S(=O)(=O)N(C)C[C@H]2Oc3ccc(NC(=O)c4ccncc4)cc3C(=O)N([C@@H](C)CO)C[C@H]2C)cc1	-0.3
CCCCCCCCCCCCC/C=C/[C@@H](O)[C@H](CO)NC(C)=O	-2.4
COC(=O)C[C@@H]1C[C@H]2c3cc(NC(=O)C4CCC4)ccc3O[C@H]2[C@H](CO)O1	1.3
C[C@@]12C[C@]3(O)O[C@H](O1)C1(COC(=O)c4ccccc4)[C@H]3C[C@@]12O[C@@H]1O[C@H](COC(=O)c2ccccc2)[C@@H](O)[C@H](O)[C@H]1O	-0.4
Cc1ccc(S(=O)(=O)Nc2ccc3c(c2)C(=O)N([C@H](C)CO)C[C@@H](C)[C@H](CN(C)C(=O)Nc2ccccc2)OCCCC[C@H](C)O3)cc1	-1.8
COc1ccc(NC(=O)Nc2ccc3c(c2)C(=O)N([C@@H](C)CO)C[C@@H](C)[C@@H](CN(C)S(=O)(=O)c2c(C)noc2C)OCCCC[C@@H](C)O3)cc1	-5.6
O=C(C[C@@H]1C[C@H]2c3cc(NC(=O)Nc4ccc(F)cc4)ccc3O[C@H]2[C@H](CO)O1)NC1CCCCC1	-9.6
C[C@H](CO)N1C[C@H](C)[C@H](CN(C)C(=O)Nc2ccc(C(F)(F)F)cc2)OCCCC[C@H](C)Oc2ccc(NC(=O)Nc3ccc(F)cc3)cc2C1=O	-4.9
C/C=C/c1ccc2c(c1)O[C@H](CN(C)C(=O)c1ccccn1)[C@H](C)CN([C@@H](C)CO)S2(=O)=O	5.9
C[C@@H]1CCCCO[C@@H](CN(C)C(=O)C2CCCCC2)[C@@H](C)CN([C@H](C)CO)C(=O)c2cc(NC(=O)Nc3ccccc3)ccc2O1	u
COc1ccc(NC(=O)Nc2ccc3c(c2)CC(=O)N([C@@H](C)CO)C[C@@H](C)[C@H](CN(C)S(=O)(=O)c2ccc(F)cc2)O3)cc1	12.1
C[C@H](CO)N1C[C@H](C)[C@@H](CN(C)S(C)(=O)=O)Oc2ccc(N(C)C)cc2CC1=O	3.1

Shown field by field: 4 of the compounds above.
C[C@@H]1CN([C@H](C)CO)C(=O)c2cc(NC(=O)Nc3ccccc3)ccc2O[C@@H](C)CCCCO[C@H]1CN(C)S(=O)(=O)c1ccc(F)cc1
  NSD2 block: -2.1

COc1ccc(NC(=O)Nc2ccc3c(c2)C(=O)N([C@@H](C)CO)C[C@@H](C)[C@@H](CN(C)S(=O)(=O)c2c(C)noc2C)OCCCC[C@@H](C)O3)cc1
  NSD2 block: -5.6

O=C(C[C@@H]1C[C@H]2c3cc(NC(=O)Nc4ccc(F)cc4)ccc3O[C@H]2[C@H](CO)O1)NC1CCCCC1
  NSD2 block: -9.6

CCCCCCCCCCCCC/C=C/[C@@H](O)[C@H](CO)NC(C)=O
  NSD2 block: -2.4
